# RmlCD inh 1536 = M. tuberculosis RmlC/RmlD inhibition; inhibition, % at 3.6 µM; RmlC+RmlD coupled enzyme assay, percent inhibition; primary screen in compound mixtures; AID 1533; 160,000 tested, 0.03% active; P9WH09+P9WH11; in the data active means inhibition mostly above about 34%, no sharp cut-off; further: some results filed as inactive read as strong as hits
# Target sequence (P9WH09 whole entry, looked up): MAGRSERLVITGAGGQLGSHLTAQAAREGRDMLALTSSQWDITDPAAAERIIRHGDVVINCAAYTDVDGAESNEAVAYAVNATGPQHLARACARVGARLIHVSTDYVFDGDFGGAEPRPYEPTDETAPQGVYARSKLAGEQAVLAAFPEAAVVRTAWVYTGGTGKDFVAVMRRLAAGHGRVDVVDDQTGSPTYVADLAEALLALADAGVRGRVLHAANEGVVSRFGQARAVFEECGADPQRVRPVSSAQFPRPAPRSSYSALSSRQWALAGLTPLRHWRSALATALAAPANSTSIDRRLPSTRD
# Target sequence (P9WH11 whole entry, looked up): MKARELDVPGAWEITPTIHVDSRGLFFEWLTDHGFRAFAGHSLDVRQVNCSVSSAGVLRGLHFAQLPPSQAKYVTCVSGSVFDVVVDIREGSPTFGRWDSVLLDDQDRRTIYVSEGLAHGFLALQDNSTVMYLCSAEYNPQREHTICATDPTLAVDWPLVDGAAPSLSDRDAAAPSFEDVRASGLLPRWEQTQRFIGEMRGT
# M. tuberculosis GlmU = inhibition of mycobacterial GlmU enzyme – biochemical, glucosamine-1-phosphate acetyltransferase (AID 1376); M. tuberculosis GlmU acetyltransferase enzyme assay; higher % means a stronger effect; 220,000 tested, 0.25% active; one-dose inhibition, %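 (tested at 30 µM in the primary screen)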; IC50 in µM for titrated hits; in the data active means inhibition above about 13%;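 further: 0% = complete reaction with vehicle and 100% = reaction without substrate; strong numbers were not always called active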
# * hit, by the source's call; x = not tested or not shown. These rows are one share of the data; count on the stated rates, not on these rows.
# Values run as follows: RmlCD inh 1536	M. tuberculosis GlmU
O=C1C(C2=NC(C(=O)O)C3C(=O)N(c4ccccc4)C(=O)C23)=C(O)c2ccccc21 (stereo not drawn)
→ -8	0.7%
Cc1ccc2onc(CC(=O)O)c2c1
→ -11	9.1%
CCOC(=O)c1c(CC(C)C)csc1/N=C/C1=C(O)CCCC1=O
→ x	6.5%
CN(C(=O)CSc1nnc2ccccn12)C1CCS(=O)(=O)C1 (stereo not drawn)
→ x	-1.6%
Nc1cc(=O)[nH]c(SCC(=O)Nc2nnc(-c3ccccc3)s2)n1
→ -7	2.7%
Cc1ncoc1C(=O)Nc1ccccc1C(N)=O
→ 33	6.8%
CCCc1nnc(NC(=O)CSc2ncn[nH]2)s1
→ -3	4.6%
CCN(CC(=O)Nc1ccccc1OC)C(=O)COc1ccc2ccccc2c1
→ -5	5.1%
OCC(O)C1OC(Nc2ccc(Br)cc2)C(O)C1O (stereo not drawn)
→ 14	0.1%
CC1(C)COC(Nc2ccc(Cl)cc2)=N1
→ 2	3.8%
CC(C)(C)NC(=O)C1CC(=O)OC12CCCCC2 (stereo not drawn)
→ x	1.7%
CC(CCc1ccccc1)NCC#N (stereo not drawn)
→ -2	-5.0%
CCC1(C)Cc2c(sc3[nH]c(=O)[nH]c(=O)c23)CS1 (stereo not drawn)
→ 13	-0.8%
c1ccc(N2CCN(c3nc(-c4ccccn4)nc4ccccc34)CC2)cc1
→ 9	-11%
CNC(CC(C)C)C(=O)NC1C(=O)NC(CC(N)=O)C(=O)NC2C(=O)NC3C(=O)NC(C(=O)NC(C(=O)O)c4cc(O)cc(O)c4-c4cc3ccc4O)C(O)c3ccc(c(Cl)c3)Oc3cc2cc(c3OC2OC(CO)C(O)C(O)C2OC2CC(C)(N)C(O)C(C)O2)Oc2ccc(cc2Cl)C1O (stereo not drawn)
→ x	1.7%
Cc1ccc(C)c(N(C(=O)Cn2nnc3ccccc32)C(C(=O)NC(C)(C)C)c2ccsc2)c1 (stereo not drawn)
→ 25	6.2%
COc1ccc(Cl)cc1NC(=O)CCN1CCOCC1
→ -10	6.2%
Cc1cc(CNC(=O)CC2C(=O)NCCN2Cc2ccccc2C(F)(F)F)nn1C (stereo not drawn)
→ 9	-4.7%
CCCNC(=O)Nc1cc(S(=O)(=O)CC)ccc1O
→ 1	-0.4%
CCC(C)(C)NC(=O)CN(Cc1cccs1)C(=O)CNS(=O)(=O)c1ccc(C)cc1
→ x	2.1%

# In the list so far, 3 have an aryl thioether with sulfur outside any ring.
# Values run as follows: RmlCD inh 1536	M. tuberculosis GlmU
CN(C(=O)CSc1nnc2ccccn12)C1CCS(=O)(=O)C1 (stereo not drawn)
→ x	-1.6%
Nc1cc(=O)[nH]c(SCC(=O)Nc2nnc(-c3ccccc3)s2)n1
→ -7	2.7%
CCCc1nnc(NC(=O)CSc2ncn[nH]2)s1
→ -3	4.6%

# Continued.
# Values run as follows: RmlCD inh 1536	M. tuberculosis GlmU
O=C(Cn1cccc1)N1CCc2ccccc21
→ x	2.4%
CNC(=S)Nc1cc(C(F)(F)F)ccc1Cl
→ 5	1.6%
C/C(=N\Nc1ccc(C#N)cc1[N+](=O)[O-])c1ccc(C)o1
→ x	0.0%
CC(C)CCOCC(=O)Oc1ccccc1C(=O)O
→ -6	7.2%
CCOc1ccc(Nc2nnc(Cc3ccc(OC)cc3)c(=O)[nH]2)cc1
→ -13	16%
NNc1nc(-c2ccccc2)cc(-c2ccccc2)n1
→ 6	0.4%
CC(=O)c1cccc(NC(=O)C2CC(=O)N(c3cccc(C)c3C)C2)c1 (stereo not drawn)
→ x	0.3%
COc1ccc(/C(N)=N/OC(=O)CSc2ccc(C)cc2)cc1
→ -5	-1.3%
COc1ccccc1NC(=O)c1cnc2c(-c3ccccc3)c(C)nn2c1C
→ 6	2.2%
CCC(CC)c1nnc(NC(=O)c2ccc(N3CCCCC3)c([N+](=O)[O-])c2)s1
→ 3	7.1%
CC(C)CCNC(=O)CSc1nc2ccccc2c(=O)[nH]1
→ x	1.1%
CC(NC(=O)C1CCCCC1)c1ccc2c(c1)OCCO2 (stereo not drawn)
→ 65	-5.9%
COc1ccc(O)c(C2=Nc3ccccc3N=C(c3ccco3)C2)c1
→ 8	0.7%
COc1ccc(CNC(=O)CN2CCC(C(=O)c3ccc(OC)cc3)CC2)cc1
→ 6	2.2%
CC1CN(C(=S)SCCN2Cc3ccccc3C2=O)CC(C)O1 (stereo not drawn)
→ x	-2.1%
CCOc1ccccc1NC(=O)COC(=O)c1cccc(-c2ccc(OC(C)=O)cc2)c1
→ 11	-3.0%
CCCCSc1ncc(C(=O)OCC)c(N)n1
→ -7	3.6%
CS(=O)(=O)Nc1ccc(C(=O)NCCSC2CCCCC2)cc1
→ 23	-1.4%
O=C(N/N=C/c1cccs1)c1ccc2ncccc2c1
→ -6	0.8%
COc1ccc(C(=O)NC(C)c2nnc(SCC(=O)Nc3nc(C)cs3)n2C)cc1 (stereo not drawn)
→ 4	3.2%

# Full records, quoted from the list. Order of screens: RmlCD inh 1536	M. tuberculosis GlmU
# `Cc1ccc(C)c(N(C(=O)Cn2nnc3ccccc32)C(C(=O)NC(C)(C)C)c2ccsc2)c1` (stereo not drawn) in the list: 25	6.2%
# `CC(C)CCOCC(=O)Oc1ccccc1C(=O)O` in the list: -6	7.2%
# `COc1ccc(CNC(=O)CN2CCC(C(=O)c3ccc(OC)cc3)CC2)cc1` in the list: 6	2.2%

# More compounds.
# Values run as follows: RmlCD inh 1536	M. tuberculosis GlmU
c1ccc2sc(NC3=NCN(CCN4CCOCC4)CN3)nc2c1
→ -6	-3.4%
CC1=CC(C)(C)N2C(=O)C3(C(C#N)=C(N)Oc4cc(O)ccc43)c3c(C)c(C)cc1c32 (stereo not drawn)
→ 5	6.6%
Fc1ccc(N/N=C(/c2ccccc2)c2ccccn2)cc1
→ -10	5.6%
CCOC(=O)c1[nH]c(C)c(CN(Cc2ccco2)C(=O)C(F)(F)F)c1C
→ 4	0.5%
CCCc1nc2sc3c(c2c(=O)n1NC(=O)CCC(=O)OC)CCCC3
→ 5	0.3%
CC1=CC(C)(C)N(C(=O)CN2C(=O)CCC2=O)c2ccccc21
→ x	1.5%
CC(/C=C/c1ccccc1)=N/NC(=O)CNC(=O)c1ccc2c(c1)OCO2
→ 8	x
CC1CN(Cc2ccccc2)c2nc3c(c(=O)[nH]c(=O)n3C)n2C1 (stereo not drawn)
→ -11	7.6%
COC(=O)c1ccc(S(=O)(=O)NCc2ccco2)o1
→ 28	-2.5%
Cc1nc2c(n1C1CCCCC1)C(=O)c1ccccc1C2=O
→ 18	x
CCOC(=O)c1c(-c2ccc(-c3ccccc3)cc2)csc1NC(=O)CCN1CCOCC1
→ 38	0.6%
CN1CCCC1CCNS(=O)(=O)c1ccc(Br)cc1 (stereo not drawn)
→ x	-6.0%
Cc1cccc(S(=O)(=O)NNC(=O)c2sc(C)nc2C)c1
→ 4	-4.0%
COc1cccc(N2CCN(Cc3cccnc3)CC2)c1
→ x	-6.3%
O=C(Cc1ccc(Cl)cc1)NCC(=O)N1CCCCC1
→ -6	-0.8%
CC(C)Oc1ccc(C(=O)N(Cc2ccco2)C2CCS(=O)(=O)C2)cc1 (stereo not drawn)
→ -4	2.9%
COCCNC(=O)c1ccc(Cl)c(Cl)c1
→ 6	7.9%
COc1ccc(-c2coc3cc(OC)cc(OC)c3c2=O)cc1
→ -7	-2.4%
COCC(=O)OCC(=O)Nc1cc(C)c(C)cc1[N+](=O)[O-]
→ 17	0.3%
Cc1ccc(-c2nnn(CC(=O)N(CC(=O)NCC3CCCO3)c3ccccc3)n2)o1 (stereo not drawn)
→ -6	-3.4%
O=c1oc2ccccc2c(NCc2ccccc2F)c1[N+](=O)[O-]
→ x	3.9%
O=[N+]([O-])c1ccccc1S(=O)(=O)n1cnc2ccccc21
→ 1	6.2%
Cc1ccc(-c2nnc(SCC#CCOC(=O)c3ccco3)o2)cc1
→ -9	-2.8%
CC1Cc2ccccc2N1C(=O)Cn1cnc2ccccc21 (stereo not drawn)
→ 8	-3.0%
O=C1NC(=O)/C(=C\c2ccc(OCc3cccc([N+](=O)[O-])c3)cc2)N1
→ 7	-5.3%
CCCCC1=NN2CCS(=O)(=O)N=C2S1
→ 16	0.6%
COc1ccc(Cl)cc1S(=O)(=O)Nc1cccc(C(=O)O)c1
→ x	0.1%
O=C(NNC(=S)Nc1ccccc1)NNC(=S)Nc1ccccc1
→ 0	-5.4%
O=C1CC(N2CCN(c3ccccc3O)CC2)C(=O)N1Cc1ccccc1 (stereo not drawn)
→ -8	1.3%
N#CC1=C(SCc2ccccc2)NC2=C(C(=O)CCC2)C1c1ccc2c(c1)OCO2 (stereo not drawn)
→ x	0.6%
CCC(C)(CC(=O)N(C)CCC#N)c1ccccc1 (stereo not drawn)
→ 21	-3.8%
Cc1cc(NC(=O)COC(=O)c2ccccc2S(=O)(=O)N(C)c2ccccc2)no1
→ 2	-4.0%
CCOC(=O)Nc1cc(C(=O)OC)cc(C(=O)OC)c1
→ 8	5.8%
COc1cccc(NC(=O)c2c(C)cc(C)cc2CC(C)(C)C(=O)O)c1
→ -12	-0.8%
CC(=O)Cc1nsc(Nc2cccc(C)c2)n1
→ -15	-2.0%
COc1ccccc1-c1nc2n(n1)C(c1cccs1)C(C(=O)Nc1cccnc1)=C(C)N2 (stereo not drawn)
→ -5	x
CCC[N+](CC#CCO)(CC#Cc1ccccc1)CCC
→ -14	-4.3%
CN(C)C(=O)Oc1ccc(OCc2nc3ccccc3[nH]2)cc1
→ -22	8.6%
COC(=O)c1ccc(/C=N/N2CCN(Cc3ccc(C)cc3C)CC2)cc1
→ 1	1.0%
C=CCN1N=C(c2ccc(Cl)s2)CSC1=O
→ 8	-2.5%
CC(=O)c1cccc(NC(=O)CCS(=O)(=O)c2ccc(Br)s2)c1
→ -6	2.2%
CCN(CC)S(=O)(=O)c1ccc(C(=O)OCCN2C(=O)CCC2=O)cc1
→ 6	5.9%
CN(CCS(=O)(=O)c1ccc(Cl)cc1)Cc1cccnc1
→ -10	1.3%
CC(C)Sc1nc(-c2ccccc2)cc(=O)[nH]1
→ 6	-0.8%
CSC1=N/C(=C\c2cccc(F)c2)C(=O)S1
→ x	4.1%
Cc1ccc(C)c(NC(=O)C2CCC(C)(C(=O)O)C2(C)C)c1 (stereo not drawn)
→ -17	3.9%
CCCc1cc(-c2n[nH]c(C(=O)OCC)c2-c2cscn2)c(O)cc1O
→ 4	12%
CCN(c1ccc(OCC(=O)OCC(=O)c2c(N)n(C)c(=O)n(C)c2=O)cc1)S(=O)(=O)c1ccccc1
→ 7	1.1%
COc1cc(/C=C/C(=O)OCC(=O)Nc2ccc(S(N)(=O)=O)cc2)ccc1O
→ x	0.4%
CC1CCCC(NC(=O)C2CCC(CNc3c(N4CCCCC4)c(=O)c3=O)CC2)C1C (stereo not drawn)
→ -10	0.8%
CC1(C)CC2(C)OCCN2C(=S)N1 (stereo not drawn)
→ -12	5.7%
O=C1NC(=O)N(c2ccc(Cl)cc2)C(=O)/C1=C\c1ccc(Sc2nc3ccccc3[nH]2)o1
→ -7	13%
CCOC(=O)N1CCN(C(=O)c2ccc(CS(=O)(=O)c3ccccc3OC)o2)CC1
→ -7	6.2%
O=C(COc1ccccc1)Nc1ccc(CN2CCCCC2)cc1
→ x	-3.1%
CC1(CC(=O)N/N=C/c2cc([N+](=O)[O-])c(O)cc2O)OCCO1
→ -1	9.0%
Cc1nc(N2CCN(c3ccccn3)CC2)c2c(C)c(C(=O)Nc3ccc(F)cc3)sc2n1
→ -4	2.2%
CCC(CC)c1nnc(NC(=O)c2ccc([N+](=O)[O-])cc2)s1
→ 6	1.4%
CCC(C)(C)n1nnnc1C(c1cc2ccc(OC)cc2[nH]c1=O)N1CCN(C2CCCCC2)CC1 (stereo not drawn)
→ -23	-3.0%
CCOc1ccc(CNc2ccc(N3CCCC3)cc2)cc1
→ 16	6.2%
COCCn1c(SCC(=O)c2ccc(Cl)cc2)nnc1C(C)C
→ 0	-5.4%

# Remaining list, next part
# Values run as follows: RmlCD inh 1536	M. tuberculosis GlmU
N#Cc1ccccc1NC(=O)c1ccccc1OCC(=O)Nc1ccc2c(c1)oc1ccccc12
→ x	6.6%
CCCc1cc(O)c2c(C)cc(=O)oc2c1
→ x	-3.0%
COc1cc(-c2nc(CN3CCCCC3CCNC(C)=O)c(C)o2)ccc1F (stereo not drawn)
→ 4	0.1%
COc1ccc(-c2csc(N3C(=O)C4C5c6ccccc6C(c6ccccc65)C4C3=O)n2)cc1 (stereo not drawn)
→ -6	-2.2%
CCOc1ccc(C2C3=C(CCCC3=O)Nc3ccc4ncccc4c32)cc1 (stereo not drawn)
→ x	-0.8%
Cc1ccc(CNC(=O)C2CCN(S(=O)(=O)c3ccc4c(c3)OCCCO4)CC2)cc1
→ 12	-5.0%
COC(=O)c1ccc(CN(c2ccccc2OC)S(=O)(=O)c2cccs2)o1
→ 19	-1.3%
CCNc1nc(NC(C)(C)C)nc(N(CC)n2cnnc2)n1
→ x	2.8%
O=C(CSc1nnc(-c2ccccc2)n1-c1ccccc1)N1c2ccccc2Sc2ccccc21
→ 5	x
Oc1c(C(Nc2ccccn2)c2ccccn2)ccc2cccnc12 (stereo not drawn)
→ -9	-2.1%
C=C(C)Cn1c(CCn2c3ccccc3c3ccccc32)n[nH]c1=S
→ 8	-3.5%
O=C(Nc1ccc2c(c1)nc1n2CCSC1)c1ccco1
→ x	7.1%

# Copied from the list:
# RmlCD inh 1536, `CCCc1cc(-c2n[nH]c(C(=O)OCC)c2-c2cscn2)c(O)cc1O` : 4
# M. tuberculosis GlmU, `COc1cccc(NC(=O)c2c(C)cc(C)cc2CC(C)(C)C(=O)O)c1` : -0.8%
# M. tuberculosis GlmU, `COc1cc(/C=C/C(=O)OCC(=O)Nc2ccc(S(N)(=O)=O)cc2)ccc1O` : 0.4%
